SUMO Mot1 rescue: SUMOylation pathway inhibition by Mot1-301 growth rescue. S. cerevisiae Mot1-301 growth rescue, ATP luminescence, 38.5C; percent above DMSO median, 100 means doubled. growth rescue, % at 18.8 µM. 1% of 320,000 active. AID 2716;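 active = every valid replicate shows activation above 250% relative to neutral control wells; inactive = the rest, any valid replicate at or below 250%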;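 note: OY570 slx delta 5 strain wells were the positive control but not used for scaling; some compounds called inactive have numbers as strong as hits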
AddAB inh: less growth of phage-infected E. coli with AddAB; AID 435030; E. coli expressing H. pylori AddAB, absorbance growth; 0.29% of 330,000 active; inhibition, % at 11.9 µM; in the data active = inhibition above about 12%;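 note: 0% = vehicle wells of infected cells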
E coli growth: bacterial growth inhibition, counter-screen for AddAB inhibitors; E. coli V3065 growth, OD600 absorbance, 18 h; inhibition, % at 11.9 µM; 0.27% of 330,000 active;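 active = inhibition above the campaign's mean inhibition across all tested compounds plus 3 SD, cut at about 9.9% in these data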;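 note: uninfected addAB+ strain grown without phage in ampicillin broth; 0% = DMSO wells and 100% = ciprofloxacin 0.95 µg/ml wells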
Pemphigus Ab inh: human desmoglein-3 autoantibody binding inhibition; DSG3-coupled beads, scFv-anti-DSG3-GFP binding, flow cytometry; stronger effect = lower value; binding (percent of control), % at 10 µM; 0.48% of 310,000 active;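 active = binding more than 3 SD below its plate's average and above zero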;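 note: hits lower antibody fragment binding to DSG3; some compounds called inactive have numbers as strong as hits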
OPRM1-OPRD1 ag: OPRM1-OPRD1 heterodimerization agonism; P35372+P41143; cells, luminescence; activation, % at 9.3 µM; 0.3% of 340,000 active; AID 504326; in the data active = activation above about 18%;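 note: 0% = vehicle-treated cells and 100% = reference agonist; values of inactives mirror those of a sister screen read the other way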
Target sequence (P35372 whole entry, looked up): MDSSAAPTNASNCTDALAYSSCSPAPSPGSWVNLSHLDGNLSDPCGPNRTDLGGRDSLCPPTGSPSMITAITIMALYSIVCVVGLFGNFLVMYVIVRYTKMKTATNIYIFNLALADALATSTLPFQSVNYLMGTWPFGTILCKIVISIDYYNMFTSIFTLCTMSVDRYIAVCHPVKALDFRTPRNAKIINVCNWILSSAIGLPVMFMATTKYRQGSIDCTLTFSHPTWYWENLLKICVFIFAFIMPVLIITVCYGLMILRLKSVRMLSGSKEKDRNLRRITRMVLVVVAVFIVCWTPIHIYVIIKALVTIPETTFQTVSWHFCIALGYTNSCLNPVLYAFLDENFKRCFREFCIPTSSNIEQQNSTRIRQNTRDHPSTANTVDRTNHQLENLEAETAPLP
Target sequence (P41143 whole entry, looked up): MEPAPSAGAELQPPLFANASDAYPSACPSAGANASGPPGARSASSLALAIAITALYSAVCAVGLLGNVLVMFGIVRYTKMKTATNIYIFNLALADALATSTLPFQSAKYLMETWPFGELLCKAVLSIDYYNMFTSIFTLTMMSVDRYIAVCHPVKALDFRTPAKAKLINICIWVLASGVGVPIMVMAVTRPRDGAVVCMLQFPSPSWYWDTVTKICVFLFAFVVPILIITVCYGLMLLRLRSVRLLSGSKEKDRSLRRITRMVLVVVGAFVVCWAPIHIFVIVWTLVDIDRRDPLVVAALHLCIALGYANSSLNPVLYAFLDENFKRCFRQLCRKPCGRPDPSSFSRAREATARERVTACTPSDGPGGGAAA
phage Ecoli inh: E. coli growth loss with phage present; inhibition, % at 11.9 µM; growth absorbance; 0.26% of 360,000 active; in the data active = inhibition above about 11%
Arr AP2 block: blocks beta-arrestin peptide binding to AP2 adaptin. FITC-arrestin peptide / GST-AP2 beads, flow cytometry; AP2 beta2 appendage carries R879A mutation. inhibition, % at 10 µM. 0.31% of 340,000 active;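 active = inhibition above a set limit, near 3 SD of compounds lacking own fluorescence, cut at about 54% in these data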;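 note: plate controls were DMSO wells for no effect and 5 µM unlabelled arrestin peptide for full effect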
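Assay system: GST-AP2 R879A bound to glutathione beads, E. coli-expressed; Medium: PBS with 0.05% Tween 20 and 0.1% BSA; Also added: fluorescein-tagged arrestin peptide at 50 nM final; Timing: 12 min plus 1 h, RT; Measured by: flow cytometry, FL1 (488/535 nm); Evaluation: percent drop in bead-associated FITC signal.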
PKA-R1A activ: activators of PKA-R1A complex; 0.083% of 340,000 active; PKA-R1A dissociation, Cy5-IP20 fluorescence polarization; scaled: DMSO 0%, 113 µM cGMP 100%; AID 504707; activation, % at 11.4 µM; P00514+P68181;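 active = percent activation above the mean of all tested compounds plus 3 SD, cut at about 19% in these data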;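 note: higher means more PKAc released from R1A so a rise in polarization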
MOR-DOR inv ag: mu-delta opioid heterodimer inverse agonism; cell-based MOR-DOR heterodimer luminescence; inhibition, % at 9.3 µM; 0.21% of 340,000 active; AID 504357; in the data active = inhibition above about 22%, passing the limit was not always enough;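 note: 0% = cells with DMSO and 100% = wells without cells with DMSO; values of inactives mirror those of a sister screen read the other way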
PfHsp90 set2: inhibits growth of yeast expressing Plasmodium falciparum Hsp90; AID 504621; 0.32% of 310,000 active; inhibition, % at 9.4 µM; S. cerevisiae expressing PfHsp90, BacTiter-Glo ATP, 48 h; yeast lacking PDR1 and PDR3 efflux regulators;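 active = every replicate shows inhibition above about 80%, whatever the replicate mean, limit read from the data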;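 note: 0% = DMSO neutral controls and 100% = 20 µM radicicol positive controls; yeast relying on Plasmodium falciparum Hsp90 in place of its own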
Tat transport: E. coli Tat transport inhibition; E. coli MC4100 TorA-mCherry Tat export, fluorescence; inhibition, % at 10 µM; 0.036% of 340,000 active;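 active = mean replicate inhibition at least 50% and at least half of replicates individually reaching 50%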;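 note: exported cargo escapes ClpAP degradation while cytoplasmic cargo is degraded and loses fluorescence; 0% = median of neutral control wells and 100% = median of NaSCN control wells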
The depositor's hits bear a star; . = no result given.

SMILES	SUMO Mot1 rescue	AddAB inh	E coli growth	Pemphigus Ab inh	OPRM1-OPRD1 ag	phage Ecoli inh	Arr AP2 block	PKA-R1A activ	MOR-DOR inv ag	PfHsp90 set2	Tat transport
O=C(Nc1ccc2c(c1)OCO2)c1ccc(NC2CC2)c([N+](=O)[O-])c1	-4	2.7	0.3	108	0.6	5.6	-8	3	-3	12	-4
NS(=O)(=O)c1ccc(N/N=C/C=C/c2ccccc2[N+](=O)[O-])cc1	-3	2.0	-0.1	111	1.4	1.7	1	-12	-7	-10	5
CC(=O)Cc1nsc(Nc2ccc(Cl)cc2)n1	-2	4.9	0.7	.	-0.9	3.0	19	-5	4	-12	7
CC(C)CCNC(=O)c1onc(CSc2nc3ccccc3[nH]2)c1C(=O)NCCC(C)C	661	5.5	1.2	104	3.7	1.5	23	5	-21	2	14
Cc1cc2cc(CCNS(=O)(=O)c3ccc(F)cc3)c(=O)[nH]c2cc1C	-7	2.5	1.9	114	0.4	0.7	16	-1	-3	-8	0
C=CCNC(=S)NNC(=O)COc1ccc2cc(Br)ccc2c1	-11	0.8	-0.8	93	-2.6	4.9	24	-14	14	-9	2
Cc1cccc(NC(=O)C(C)Sc2nnc(-c3cccnc3)o2)c1 (centres undefined)	0	1.1	-1.9	97	-2.0	-1.1	3	-6	9	-27	-11
CC1CC(=O)C=C(O)C1C(=O)OC(C)(C)C (centres undefined)	24	2.7	-0.2	106	-3.3	2.7	26	-2	14	7	3
COC(=O)CCC(=O)OC1(C)C(=O)C2=CN(Cc3ccc4c(c3)OCO4)C(c3ccc(OC)cc3)=CC2=C(Br)C1=O (centres undefined)	191	0.7	-1.0	89	2.0	.	8	-1	-12	2	-1
CC(=O)N(C)c1ccc(NC(=O)CCN2C(=O)c3ccccc3C2=O)cc1	-18	-1.6	-0.4	118	-4.8	-0.6	3	9	23	-20	0
CCOC(=O)N1CCC(NC(=O)c2cc3c(-c4ccc(OC)c(OC)c4)nn(C)c3s2)CC1	-8	-0.1	-1.3	94	-2.1	2.3	6	1	12	-2	6
CC1(C)Cc2c(cnn2-c2ccccc2)-c2c1c1ccccc1n2CC(O)CBr (centres undefined)	0	2.7	-2.0	88	4.0	2.1	5	-10	-20	-17	-6
Cc1ccccc1N(CC(=O)NC1CCCC1)C(=O)c1csnn1	4	-0.1	0.5	99	-3.7	0.6	49	3	19	-15	-6
Cc1ccc(F)cc1NC(=O)CCc1c(C)nn(-c2ccc(N3CCCCC3)nn2)c1C	68	-0.3	-0.2	.	-2.4	2.7	-8	3	13	-20	-15
COCCn1c(=NC(=O)c2cccs2)sc2cc(NC(C)=O)ccc21	-11	-0.6	-0.2	124	-1.8	1.9	39	-8	10	-3	5
COCCNC(=S)N/N=C/c1c2ccccc2cc2ccccc12	6	-1.9	0.9	99	3.9	-0.2	-1	-6	-31	-34	-2
CC1(C)Cc2ccccc2C(=NC(Cc2c[nH]c3ccccc23)C(=O)O)N1 (centres undefined)	6	2.4	-0.5	108	-2.0	3.0	0	-4	10	7	-6
CCOC(=O)c1ccc(NC2Nc3cc(C)nn3S2)cc1 (centres undefined)	13	3.7	2.5	116	0.8	3.4	14	1	-4	.	-1
CC(C)Sc1n[nH]c(=O)n1-c1ccccc1	-11	2.0	-0.7	113	-1.9	-0.5	8	5	10	-7	2
O=C(NC(=S)Nc1ccc2c(c1)OCCO2)c1cccc2ccccc12	4	1.9	0.8	104	-2.9	3.6	-2	8	13	4	-4
CC(C)CCNC(=O)NC(=O)COC(=O)C1=COCCO1	41	4.0	0.5	.	-2.8	1.2	0	-4	17	4	5
Cc1ccc(C)c(-n2nnnc2SCC(=O)Nc2cccc(-c3nnc4n3CCCCC4)c2)c1	83	1.4	0.5	.	-0.1	-0.8	-5	-11	0	.	2
O=C(NC1CCS(=O)(=O)C1)c1cccc(S(=O)(=O)N2CCCCC2)c1 (centres undefined)	1	-1.4	-2.9	.	-1.1	4.7	-3	5	7	3	4
CCOc1ccc(S(=O)(=O)N2CCN(CC(O)COc3cccc([N+](=O)[O-])c3)CC2)cc1 (centres undefined)	588*	3.9	0.1	99	1.8	1.0	5	-10	-9	-1	11
COC(=O)C(CC(C)C)N1CCC(=O)c2ccccc2S1(=O)=O (centres undefined)	-11	4.6	-1.5	106	-0.9	1.5	5	-12	6	2	13

Individual results from the list:
For PfHsp90 set2, CC1CC(=O)C=C(O)C1C(=O)OC(C)(C)C (centres undefined) shows 7
For PKA-R1A activ, CC1(C)Cc2ccccc2C(=NC(Cc2c[nH]c3ccccc23)C(=O)O)N1 (centres undefined) shows -4

Rewritten bar-delimited: entries from further up.
compound | SUMO Mot1 rescue | AddAB inh | E coli growth | Pemphigus Ab inh | OPRM1-OPRD1 ag | phage Ecoli inh | Arr AP2 block | PKA-R1A activ | MOR-DOR inv ag | PfHsp90 set2 | Tat transport
O=C(Nc1ccc2c(c1)OCO2)c1ccc(NC2CC2)c([N+](=O)[O-])c1 | -4 | 2.7 | 0.3 | 108 | 0.6 | 5.6 | -8 | 3 | -3 | 12 | -4
NS(=O)(=O)c1ccc(N/N=C/C=C/c2ccccc2[N+](=O)[O-])cc1 | -3 | 2.0 | -0.1 | 111 | 1.4 | 1.7 | 1 | -12 | -7 | -10 | 5
CC(=O)Cc1nsc(Nc2ccc(Cl)cc2)n1 | -2 | 4.9 | 0.7 | . | -0.9 | 3.0 | 19 | -5 | 4 | -12 | 7
CC(C)CCNC(=O)c1onc(CSc2nc3ccccc3[nH]2)c1C(=O)NCCC(C)C | 661 | 5.5 | 1.2 | 104 | 3.7 | 1.5 | 23 | 5 | -21 | 2 | 14
Cc1cc2cc(CCNS(=O)(=O)c3ccc(F)cc3)c(=O)[nH]c2cc1C | -7 | 2.5 | 1.9 | 114 | 0.4 | 0.7 | 16 | -1 | -3 | -8 | 0
C=CCNC(=S)NNC(=O)COc1ccc2cc(Br)ccc2c1 | -11 | 0.8 | -0.8 | 93 | -2.6 | 4.9 | 24 | -14 | 14 | -9 | 2
Cc1cccc(NC(=O)C(C)Sc2nnc(-c3cccnc3)o2)c1 (centres undefined) | 0 | 1.1 | -1.9 | 97 | -2.0 | -1.1 | 3 | -6 | 9 | -27 | -11
CC1CC(=O)C=C(O)C1C(=O)OC(C)(C)C (centres undefined) | 24 | 2.7 | -0.2 | 106 | -3.3 | 2.7 | 26 | -2 | 14 | 7 | 3
COC(=O)CCC(=O)OC1(C)C(=O)C2=CN(Cc3ccc4c(c3)OCO4)C(c3ccc(OC)cc3)=CC2=C(Br)C1=O (centres undefined) | 191 | 0.7 | -1.0 | 89 | 2.0 | . | 8 | -1 | -12 | 2 | -1
CC(=O)N(C)c1ccc(NC(=O)CCN2C(=O)c3ccccc3C2=O)cc1 | -18 | -1.6 | -0.4 | 118 | -4.8 | -0.6 | 3 | 9 | 23 | -20 | 0
CCOC(=O)N1CCC(NC(=O)c2cc3c(-c4ccc(OC)c(OC)c4)nn(C)c3s2)CC1 | -8 | -0.1 | -1.3 | 94 | -2.1 | 2.3 | 6 | 1 | 12 | -2 | 6

(cont.)
SMILES	SUMO Mot1 rescue	AddAB inh	E coli growth	Pemphigus Ab inh	OPRM1-OPRD1 ag	phage Ecoli inh	Arr AP2 block	PKA-R1A activ	MOR-DOR inv ag	PfHsp90 set2	Tat transport
CCc1ccc2[nH]c(=O)c(CN(CCCN3CCOCC3)C(=O)Nc3ccc(Cl)cc3)cc2c1	7	3.8	-0.7	109	1.9	-1.2	28	2	-11	40	4
Cc1ccc(NCc2cccc(B(O)O)c2)cc1	.	.	.	113	-1.8	3.0	9	-16	8	-17	-6
COc1ccc(NC(C)c2ccccc2)cc1 (centres undefined)	.	.	.	100	0.3	2.4	9	-8	-2	-46	11
Cc1ccc(NC(=O)C(=O)NCC2OCCc3ccccc32)cc1 (centres undefined)	4	4.6	1.9	104	6.8	3.4	-2	-13	-35	-31	0
CCCc1c(C)c2cc(C)ccc2[nH]c1=O	-18	5.7	-0.4	100	-2.2	3.3	12	3	12	3	0
CCOc1ccc(S(=O)(=O)Nc2nccs2)cc1	-16	3.4	0.0	100	-2.9	.	-1	3	15	-5	0
Cc1ccc2[nH]c(=O)c(CN(CCCN3CCOCC3)C(=O)NC3CCCCC3)cc2c1	-10	0.6	1.7	93*	-1.3	0.5	-19	4	6	.	3
COc1ccc(NC(=O)N(CCc2ccccc2)Cc2cc3c(C)cc(C)cc3[nH]c2=O)cc1	.	5.5	2.4	89	1.4	0.8	-5	-6	-7	-13	-12
CCc1noc(C)c1C(=O)N(CC)c1nc2c(C)cccc2s1	-16	2.4	0.8	102	10	1.0	7	-13	-67	-56	8
Cc1cccc(CS(=O)(=O)Cc2ccc(C(=O)NCc3cccnc3)o2)c1	9	-0.4	-0.9	107	1.2	3.6	22	-1	-7	-18	4
Nc1c(C(=O)Nc2ccc(F)cc2)sc(=S)n1-c1ccccc1F	-8	-2.1	-3.2	107	-0.5	0.9	8	-5	2	.	1
O=C(NCCC1=CCCCC1)C1CCC(CNc2c(N3CCCC3)c(=O)c2=O)CC1 (centres undefined)	-1	0.5	-1.3	96	-2.3	1.1	5	-2	12	12	2
CCCOc1ccc(C(=O)NC(=S)NCc2cccnc2)cc1	579	3.6	1.9	108	-1.0	3.2	-9	3	5	5	5
O=C(O)C1CN(C(=O)c2ccccc2)c2cc(Cl)ccc2O1 (centres undefined)	3	-1.7	-1.3	128	-1.0	0.7	10	3	5	3	5
CC(=O)Nc1cc(C(F)(F)F)ccc1OCCOc1ccccc1	-21	1.2	1.0	109	-1.0	1.1	1	4	5	-26	28
COc1ccc(OC)c(NC(=O)c2cc(-c3cc(C)cc(C)c3O)n[nH]2)c1	-10	-1.2	-3.8	96	9.4	-0.1	23	-10	-48	2	-5
COc1ccccc1-c1cc(C(=O)O)c2c(=O)n(C)c(=O)n(Cc3ccccc3)c2n1	32	4.5	3.0	94	-1.6	-0.2	30	-2	9	1	-8

Bioassay records (PubChem)
